SR-BI HDL uptake: inhibitors of SR-BI mediated HDL lipid uptake, primary screen, ldlA[mSR-BI] cells, fluorescence, single point; Scavenger receptor class B member 1 (Mus musculus), Q61009; ldlA[mSR-BI] CHO cells, DiI-HDL uptake fluorescence, 3 h; inhibition, % at 12.5 µM; 320,000 tested, 0.96% active;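 active means mean replicate inhibition of at least 70% and a set share of replicates each scoring 70 or more; inconclusive means meets just one of the two criteria; inactive means fails both criteria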;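 further: 0% = median of neutral control wells and 100% = median of positive control wells; values of inactives mirror those of a sister screen read the other way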
LANA DNA inh: inhibitors of KSHV C-LANA binding to DNA, primary screen, biochemical, fluorescence polarization, FAM-LBS DNA, MBP-C-LANA, single point; inhibition, % at 9 µM; 340,000 tested, 0.078% active; AID 504423, 2011;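 active means highest replicate inhibition at or above 60% at 9 µM, even if other replicates fall short; inactive means all replicates below 60% inhibition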;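 further: 0% = neutral control wells and 100% = 4 µM acridine orange control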
NSD2 inh: NSD2 histone methyltransferase inhibitors, primary screen, biochemical, AlphaScreen, single concentration, set 2; NSD2 peptide methylation, 120 min; 310,000 tested, 0.54% active; Histone-lysine N-methyltransferase NSD2 (Homo sapiens), O96028; inhibition, % at 12.5 µM; in the data active means inhibition above about 50%
DAGLB inhibitor: DAGLB lipase inhibitors, primary screen, biochemical, fluorescence, HTS. Diacylglycerol lipase-beta (Homo sapiens), Q8NCG7. HEK293T DAGLB membrane lysate, EnzChek fluorogenic substrate. inhibition, % at 5.17 µM. 340,000 tested, 0.059% active. AID 504411, 2011; in the data active means inhibition above about 34%;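 further: 0% = enzyme with vehicle and 100% = wells lacking enzyme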
Target sequence (Q8NCG7 whole entry, looked up): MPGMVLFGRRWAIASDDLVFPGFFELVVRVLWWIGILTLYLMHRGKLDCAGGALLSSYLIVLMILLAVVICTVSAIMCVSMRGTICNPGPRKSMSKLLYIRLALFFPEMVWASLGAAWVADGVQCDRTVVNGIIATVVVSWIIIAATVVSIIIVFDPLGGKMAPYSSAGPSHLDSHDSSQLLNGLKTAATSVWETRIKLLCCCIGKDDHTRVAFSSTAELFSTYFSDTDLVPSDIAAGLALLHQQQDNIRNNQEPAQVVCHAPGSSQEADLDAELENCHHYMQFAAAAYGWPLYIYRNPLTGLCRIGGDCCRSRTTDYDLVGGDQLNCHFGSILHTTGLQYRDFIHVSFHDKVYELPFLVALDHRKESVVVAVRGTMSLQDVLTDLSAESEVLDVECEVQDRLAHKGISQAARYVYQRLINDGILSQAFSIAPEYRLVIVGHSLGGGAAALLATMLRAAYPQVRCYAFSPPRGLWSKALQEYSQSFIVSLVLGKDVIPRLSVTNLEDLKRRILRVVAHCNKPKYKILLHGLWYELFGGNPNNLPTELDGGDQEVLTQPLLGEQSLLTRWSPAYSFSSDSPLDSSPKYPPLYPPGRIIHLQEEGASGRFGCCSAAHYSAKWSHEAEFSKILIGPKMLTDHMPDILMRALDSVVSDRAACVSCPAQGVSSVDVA
RTF Ca sens inh: cardiac RTF calcium sensitivity inhibitors, primary screen, biochemical, IANBD-TnC fluorescence, EC70 calcium; 340,000 tested, 0.12% active; IANBD-labeled cardiac RTF, Ca2+ fluorescence; inhibition, % at 7.15 µM; Troponin I, cardiac muscle (Homo sapiens) + Troponin T, cardiac muscle (Homo sapiens) + …; AID 493244, 2011;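 active means inhibition above the mean inhibition of all tested compounds plus 3 SD, cut at about 17% in these data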;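 further: assay run at fixed EC70 calcium of 1.6 mM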
PvdQ acylase: P. aeruginosa PvdQ acylase inhibitors, primary screen, biochemical, fluorescence, plate reader and imaging, single point. PvdQ acylase [Pseudomonas aeruginosa LESB58]. purified PvdQ acylase. inhibition, % at 10 µM. 340,000 tested, 0.063% active. AID 488965, 2010; in the data active means inhibition above about 30%, passing the limit was not always enough; inconclusive means no clear call, values can overlap the other calls;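 further: 0% = vehicle neutral wells and 100% = reference inhibitor wells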
SR-BI DiI-HDL act: activators of SR-BI mediated DiI-HDL uptake, primary screen, ldlA[mSR-BI] CHO cells, DiI fluorescence; 3 h; 100 = double the neutral-control signal; activation, % at 12.5 µM; 320,000 tested, 0.096% active;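 active means mean replicate activation of at least 60% and every replicate at or above 60%; inconclusive means mean or all-replicate condition met, but not both; inactive means mean below 60% and not all replicates reaching 60%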;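 further: 0% = median plate neutral-control signal and 100% = twice that signal; values of inactives mirror those of a sister screen read the other way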
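system = CHO ldlA[mSR-BI] cells, LDL receptor-null, SR-BI overexpressing | medium = Ham's F12 with 0.5% BSA, HEPES 25 mM, pH 7.4 | probe or stimulus = DiI-HDL 10 µg/mL | compound dosing = single-point compound dose | incubation = compound exposure 3 h, 37 °C | technique = DiI fluorescence, bottom read | read-out = cell-associated DiI fluorescence as measure of HDL uptake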
Keap1-Nrf2 PPI: Keap1-Nrf2 protein-protein interaction inhibitors, primary screen, biochemical, fluorescence polarization, single point; Keap1 Kelch-Nrf2 peptide fluorescence polarization, 1536-well; inhibition, % at 9.4 µM; 340,000 tested, 0.15% active; AID 504523, 2011; in the data active means inhibition above about 12%; inconclusive means no clear call, values can overlap the other calls; inactive means below about 7.3%;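 further: human Keap1 Kelch domain with fluorescein labeled Nrf2 9mer peptide probe; 0% = neutral control wells and 100% = peptide positive control; higher means more block of Keap1 binding to Nrf2 peptide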
Arrestin-AP2 inh: inhibitors of beta-arrestin/AP2 binding, primary screen, biochemical, GPCR trafficking, flow cytometry; FITC-arrestin peptide / GST-AP2 beads; AP2 beta2 appendage carries R879A mutation; inhibition, % at 10 µM; 340,000 tested, 0.31% active;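 active means inhibition above a set limit, near 3 SD of compounds lacking own fluorescence, cut at about 54% in these data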;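 further: plate controls were DMSO wells for no effect and 5 µM unlabelled arrestin peptide for full effect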
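System: GST-AP2 R879A glutathione beads. Medium: PBS with 0.05% Tween 20 and 0.1% BSA. Also added: FITC-arrestin peptide, 50 nM. Incubation: 12 min plus 1 h, RT. Measured by: high-throughput flow cytometry of beads, ex 488, em 535 nm. Evaluation: percent drop in bead-associated FITC signal.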
PKA-R2B act: activators of PKA-R2B holoenzyme, primary screen, biochemical, fluorescence polarization, Cy5-IP20, human. cAMP-dependent protein kinase catalytic subunit beta (Homo sapiens) + cAMP-dependent …. PKA-R2B holoenzyme dissociation; R2B truncated from residue 108, S112A mutant; 0% DMSO only, 100% 113 µM cGMP. activation, % at 11.4 µM. 340,000 tested, 0.079% active. AID 504700, 2011;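 active means activation above a cutoff set at the mean over all compounds plus 3 SD, cut at about 18% in these data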;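 further: higher means more holoenzyme dissociation and a rise in polarization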
Target sequence (P31323 whole entry, looked up, other chains not shown, the tested form may be a part): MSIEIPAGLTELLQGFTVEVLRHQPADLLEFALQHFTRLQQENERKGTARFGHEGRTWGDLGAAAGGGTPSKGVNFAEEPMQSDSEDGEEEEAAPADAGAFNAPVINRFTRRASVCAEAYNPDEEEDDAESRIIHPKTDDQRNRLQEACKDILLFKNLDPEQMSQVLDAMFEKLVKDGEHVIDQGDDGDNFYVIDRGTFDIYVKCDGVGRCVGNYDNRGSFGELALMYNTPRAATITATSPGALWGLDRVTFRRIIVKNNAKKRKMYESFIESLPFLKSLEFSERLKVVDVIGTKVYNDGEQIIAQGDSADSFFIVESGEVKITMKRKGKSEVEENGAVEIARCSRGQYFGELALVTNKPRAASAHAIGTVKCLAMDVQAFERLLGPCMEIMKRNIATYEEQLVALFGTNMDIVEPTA
Starred values were filed as active, the others as inactive; u = inconclusive; x = not tested or not shown; & = joins results of further samples.

SMILES	SR-BI HDL uptake	LANA DNA inh	NSD2 inh	DAGLB inhibitor	RTF Ca sens inh	PvdQ acylase	SR-BI DiI-HDL act	Keap1-Nrf2 PPI	Arrestin-AP2 inh	PKA-R2B act
COc1cccc(C(=O)NCC(=O)N2CCN(c3ccc(C(F)(F)F)cn3)CC2)c1	18	1.1	0	0	3	-7	-18	1	-2	6
Cc1cc(C)c(S(=O)(=O)N2CCCOC2CNC(=O)C(=O)NCCCn2ccnc2)c(C)c1 (centres undefined)	-13	-0.6	-1	0	-21	4	13	-3	3	-9
Cc1nc2ccc(C(=O)O)cc2c2c1CC(CN)O2 (centres undefined)	-7	-0.9	0	-2	1	12	7	1	-1	1
C#CCNC(=O)C1=C[C@@H](C)[C@H](CCCO)[C@@H](OCC)O1	-22	1.1	x	-1	-4	-9	22	-2	7	-6
Cc1ccccc1NC(=O)CN1C(=O)CSc2ccc(S(=O)(=O)N3CCCC3)cc21	-2	-0.3	-1	0	3	-1	2	0	30	4
O=C(CCc1nc2ccccc2c(=O)[nH]1)Nc1nnc(SCc2ccccc2)s1	-5	0.0	5	4	2	-4	5	2	13	-6
CC(NC(=O)C(C)N1CCN(S(=O)(=O)c2ccccc2)CC1)c1ccccc1 (centres undefined)	-18	-0.3	-2	1	-2	-10	18	-4	5	-4
COc1cc(/C=C2\SC(=Nc3ccccc3)NC2=O)cc(Cl)c1O	20	-31	14	-9	-92	-3	-20	-8	-12	2
COc1ccc(C(=O)N2CCN(c3ccccc3OC)CC2)cc1	2	-0.3	-3	1	1	3	-2	0	6	-12
CCn1c(CC(=O)Nc2ccccc2F)nnc1SCC(=O)N1CCOCC1	-8	-1.7	-1	1	-8	-10	8	3	-12	-6
Cc1ccc(N2C(=O)CC(N3CCN/C3=C3\CC/C(=C\c4ccccc4)C3=O)C2=O)cc1 (centres undefined)	10	-1.4	-1	-2	-9	9	-10	-4	22	-7
Cc1nn(Cc2ccccc2)c2c1C(c1cccnc1)C(C#N)=C(N)O2 (centres undefined)	10	-1.2	2	-3	-35	4	-10	0	25	-8
CCOC(=O)c1ccoc1CN1CCN(S(=O)(=O)c2ccc(C)c(C)c2)CC1	-3	-3.0	0	-1	-1	-8	3	-2	-7	-17
CC(=O)/C(C#N)=C1\NC(=O)C(Cc2ccc(C)c(C)c2)S1 (centres undefined)	-36	-2.9	x	13	-3	9	36	-4	30	5
O=C(NN=Cc1ccc2c(c1)OCO2)c1ccncc1	-12	-3.4	-1	0	1	-7	12	2	-10	5
N=c1sccn1CC(=O)Nc1cccc2ccccc12	-6	2.0	7	0	-9	-6	6	-2	-24	-7
COC(=O)c1ccc(COc2ccc(/C=C(\C#N)c3nc4ccccc4[nH]3)cc2OC)o1	-33	16	x	-3	-4	-11	33	-5	-3	-3
O=C1COc2ccc(C(=O)COC(=O)c3ccccc3[N+](=O)[O-])cc2N1	25	1.0	0	4	-12	-15	-25	-4	3	0
CNC(=O)CSc1nc2c(c(=O)n(C)c(=O)n2C)n1Cc1ccc(C)cc1	-18	0.3	-1	0	-3	-2	18	4	9	-2
N=c1occ(C(=O)c2cc(F)ccc2O)cc1C(=O)NC1CCCCC1	2	-0.8	1	2	2	-14	-2	-2	-7	-7
O=C(Nc1nnc(-c2ccc(F)cc2)o1)c1ccco1	-27	-0.1	x	1	-4	-12	27	-5	5	-10
Cc1cc(OCC(=O)NCc2ccncc2)ccc1Cl	7	0.1	-2	-1	-6	-11	-7	-5	3	3
CCOC(=O)c1c(NC(=O)COC(=O)CCOc2ccccc2C)sc(C(=O)NC)c1C	-2	1.3	-1	-1	-7	-16	2	-24	7	-16
CCOC(=O)c1ccc(NC(=O)CSc2nnc(CNC(=O)c3c(F)cccc3Cl)o2)cc1	18	0.2	-4	-1	5	9	-18	4	-4	-9
CC(C)(C)C(=O)Nc1ccc(Sc2ccc([N+](=O)[O-])cc2)cc1	21	-0.6	-1	-5	-32	5	-21	-5	-4	5
SMILES	SR-BI HDL uptake	LANA DNA inh	NSD2 inh	DAGLB inhibitor	RTF Ca sens inh	PvdQ acylase	SR-BI DiI-HDL act	Keap1-Nrf2 PPI	Arrestin-AP2 inh	PKA-R2B act
O=C(CN1CCOCC1)Nc1ccc2c(c1)OC(F)(F)O2	4	-2.1	-8	1	-4	-1	-4	-1	8	5
COc1cc(F)cc(C2=CC(=O)C[C@H](c3ccc(F)cc3)C2)c1	61	-1.4	x	-20	-10	-7	-61	-2	0	3
C/C(=N\NC(=O)C1COc2ccccc2O1)c1ccc(C)o1 (centres undefined)	9	-0.8	1	-3	0	8	-9	-4	0	-11
O=C(NC1=NCCS1)c1ccccc1OCc1ccccc1Cl	2	-0.5	0	1	-6	7	-2	-3	9	-12
Cc1nnc(NC(=O)CC(CN(C)S(=O)(=O)c2ccccc2)c2ccccc2)s1 (centres undefined)	2	-1.9	x	-3	-3	-18	-2	-3	-2	6
O=C(O)CC1S/C(=N/N=C/C=C/c2ccccc2)NC1=O (centres undefined)	-1&-23	-0.1&1.5	7&-4	2&-3	10&-23	u	1&23	0&-3	12&37	-16&-2
Cc1nnc(SCC(=O)N2CCN(Cc3ccccc3)CC2)s1	-13	-1.1	2	-2	-14	-18	13	-2	-1	-3
Cc1ccc(S(=O)(=O)NCc2cccnc2)cc1C	-16	1.2	-2	0	-5	-13	16	-6	14	12
CN(Cc1c(C(=O)N/N=C/c2ccccc2)nnn1-c1nonc1N)C1CCCCC1	0	0.9	-3	-2	-8	-24	0	-5	8	1
COc1cc(/C=C(/C#N)c2nc3ccccc3[nH]2)ccc1OCC(=O)Nc1ccccc1C	52	3.8	-2	1	-5	6	-52	2	2	0
Cc1cc(C)c(OCC(=O)OCC(=O)N2CCc3ccccc3C2)c(C)c1	6	-1.2	0	-5	-2	8	-6	-2	39	17
COc1ccc(CC(=O)NCc2cn3ccsc3n2)cc1	0	0.7	-1	1	-1	-4	0	-7	14	-5
CCN(CC)CC(=O)Nc1sc(C)cc1C(=O)c1ccccc1	-7	-2.9	13	-9	-5	-1	7	-2	20	-21
O=C(c1ccc2c(c1)OCCO2)C1CCN(C(=O)c2ccc(F)c(F)c2)CC1	28	-0.1	2	-1	1	3	-28	5	22	5
CCCCCCCCNS(=O)(=O)CCNC1CCCCC1	-5	1.2	x	0	-3	-8	5	3	5	5
COc1ccc(C(=O)N/C(=C\c2cn(C)c3ccccc23)C(=O)NCCN2CCOCC2)cc1OC	5	-0.4	-1	2	-1	16	-5	0	6	7
OC(CNCC(c1ccco1)N1CCCCC1)c1ccccc1 (centres undefined)	-19	0.6	-1	-4	11	-1	19	2	21	-6
COc1ccccc1NC(=S)NCc1ccccn1	-4	0.6	2	-3	9	3	4	-5	x	5
CCOc1cc(/C=N/O)ccc1OCC(=O)Nc1cccc(C)c1	15	-0.2	x	-11	0	-12	-15	-3	0	-9
COc1ccc(C2C3=C(N=C4SCC(=O)N42)c2ccccc2CC3)cc1OC (centres undefined)	15	-0.5	x	1	6	-9	-15	-9	1	-6
COC(=O)Nc1ccc2c(c1)ncn2C1CCCCC1	-10	-1.2	-3	-1	2	15	10	-1	6	-3
COc1ccc(CN=CC2=C(O)CNC2=O)cc1OC	-28	-3.1	0	-1	-9	0	28	2	-3	2
COc1ccc(N(C(=O)c2snc(C(N)=O)c2N)C(C(=O)NCc2ccccc2)c2ccc(O)cc2)cc1OC (centres undefined)	x	0.8	4	3	-11	1	x	2	4	-7
Cc1ccc(N=C2NC(=O)CS2)cc1	-41	1.0	x	1	-2	1	41	-1	-14	-1
Cc1csc(=O)n1CC(=O)OCC(=O)c1c(N)n(CC(C)C)c(=O)n(C)c1=O	-8	-2.2	-1	1	-6	-16	8	-1	-2	5
Cc1ccc(C(=O)N/C(=C/c2ccco2)C(=O)NCCc2c[nH]c3ccccc23)cc1C	54	4.2	1	8	0	12	-54	-4	-3	-2

A different layout for five compounds above.
Under each structure: SR-BI HDL uptake	LANA DNA inh	NSD2 inh	DAGLB inhibitor	RTF Ca sens inh	PvdQ acylase	SR-BI DiI-HDL act	Keap1-Nrf2 PPI	Arrestin-AP2 inh	PKA-R2B act
COc1ccc(C(=O)N/C(=C\c2cn(C)c3ccccc23)C(=O)NCCN2CCOCC2)cc1OC
 : 5	-0.4	-1	2	-1	16	-5	0	6	7
OC(CNCC(c1ccco1)N1CCCCC1)c1ccccc1 (centres undefined)
 : -19	0.6	-1	-4	11	-1	19	2	21	-6
COc1ccccc1NC(=S)NCc1ccccn1
 : -4	0.6	2	-3	9	3	4	-5	x	5
CCOc1cc(/C=N/O)ccc1OCC(=O)Nc1cccc(C)c1
 : 15	-0.2	x	-11	0	-12	-15	-3	0	-9
COc1ccc(C2C3=C(N=C4SCC(=O)N42)c2ccccc2CC3)cc1OC (centres undefined)
 : 15	-0.5	x	1	6	-9	-15	-9	1	-6

Three entries picked at random from those above, as already listed:
SMILES	SR-BI HDL uptake	LANA DNA inh	NSD2 inh	DAGLB inhibitor	RTF Ca sens inh	PvdQ acylase	SR-BI DiI-HDL act	Keap1-Nrf2 PPI	Arrestin-AP2 inh	PKA-R2B act
Cc1ccc(N=C2NC(=O)CS2)cc1	-41	1.0	x	1	-2	1	41	-1	-14	-1
COc1ccc(CN=CC2=C(O)CNC2=O)cc1OC	-28	-3.1	0	-1	-9	0	28	2	-3	2
C/C(=N\NC(=O)C1COc2ccccc2O1)c1ccc(C)o1 (centres undefined)	9	-0.8	1	-3	0	8	-9	-4	0	-11

Source: PubChem BioAssay (several laboratories)
